PglD DTNB = blocks C. jejuni PglD acetyltransferase activity | inhibition, % at 12.5 µM | purified PglD enzyme, DTNB colorimetric CoA detection | hit rate 0.098% among 360,000; in the data active = inhibition above about 16%, passing the limit was not always enough; inconclusive = no clear call, values can overlap the other calls; also: strong numbers were not always called active
INS-1E GSIS act = primary screen for activators of insulin secretion dependent on glucose, INS-1E cells, GLuc reporter luminescence; hit rate 0.61% among 370,000; activation, % at 16.6 µM; INS-1E GLuc reporter insulin secretion, 2-3 h; AID 743287;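 active = lowest replicate activation of at least 40%, so every replicate reaches that level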;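 also: 0% = median of neutral control wells and 100% = median of IBMX positive control wells; some compounds called inactive have numbers as strong as hits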
FN deposition inh = fibronectin deposition inhibition | AH1F fibroblasts, Alexa488-fibronectin deposition fluorescence, overnight | inhibition, % at 12.6 µM | hit rate 0.086% among 350,000 | AID 743247;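 active = mean inhibition across replicates of 30% or more, regardless of how many single replicates reach that level; inconclusive = mean under 30% yet at least half of replicates reach 30%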;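 also: positive control wells lacked labelled fibronectin entirely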
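Test system: AH1F fibroblast monolayer depositing Alexa488-labelled fibronectin into matrix. Input: 10000 cells per well. Technique: fluorescence, ex 485 nm, em 525 nm. Buffer or medium: DMEM plus 2% serum, read in PBS. Timing: 1 h cell adhesion before compound, then overnight fibronectin incubation. Compound: single dose, pinned. Read-out basis: inhibition from reduced deposited-fibronectin fluorescence.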
CFTR F508del cor = CFTR F508del correction in bronchial cells. CFBE cells, YFP halide quenching; stimulated with forskolin plus potentiator P3; % fluorescence drop versus neutral controls. activity (quench increase), % at 7.58 µM. hit rate 0.36% among 350,000;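 active = mean added fluorescence quench of at least 8% versus neutral control, with both replicates also reaching 8%; inconclusive = only one of the mean or replicate conditions met; inactive = mean below 8% and not both replicates reaching 8%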;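 also: cells transiently co-express mutant CFTR-F508del with the halide-sensitive YFP; corrector assay measuring rescue of mutant channel to the surface after 24 h compound exposure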
C2C12 statin = suppressors of simvastatin-induced myotoxicity in C2C12 myotubes | ATP luminescence, 48 h; scaled: DMSO 0, geranylgeraniol control 100 | rescue of ATP level, % at 7.49 µM | hit rate 0.78% among 330,000 | AID 602340;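 active = mean ATP rescue above about 67%, or every replicate alone reaching that limit, limit read from the data, passing the limit was not always enough; inconclusive = no clear call, values can overlap the other calls; inactive = mean under the limit and some replicate under it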;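 also: myotubes were challenged with 10 µM simvastatin during compound exposure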
miR-122 sensor = miR-122 inhibition in Huh7 cells | hit rate 0.3% among 340,000 | AID 602342 | activation (reporter increase), % at 12.5 µM | Huh7 miR-122 Renilla luciferase sensor, 48 h; neutral wells = 0, positive control = 100;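 active = mean replicate activation score at least 90 and every replicate individually at or above 90; inconclusive = only one of the two criteria met; inactive = neither criterion met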;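 also: higher luciferase means less miR-122 activity so hits act as miR-122 inhibitors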
Cneo AK release = Cryptococcus neoformans lysis via adenylate kinase release; C. neoformans lysis, adenylate kinase release luminescence, 4 h; normalised: neutral wells 0, clomiphene wells 100; lysis activity, % at 15 µM; hit rate 0.2% among 360,000;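 active = mean lysis activity across replicates of at least 80%, whatever share of replicates individually reach that level; inactive = mean lysis activity below 80%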
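read-out = cell lysis signal | test system = log-phase Cryptococcus neoformans yeast cells | input = cells at 5 × 10^6 per mL | medium = fresh YPD growth medium | signal = luminescent adenylate kinase detection reagent | timing = 4 h at 37 °C static, read 1 h later | dosing = single dose | controls = Clomiphene as positive lysis control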
PGC1a acetyl inh = PGC1a acetylation modulation, inhibitor mode; inhibition, % at 15.6 µM; hit rate 0.17% among 350,000; AID 651687; U2OS PGC1a acetylation, AlphaScreen anti-acetyl-lysine; with virally co-expressed GCN5 acetyltransferase;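 active = every replicate shows inhibition of at least 40%; inconclusive = mean inhibition at least 40% but some replicate below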;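 also: 0% = neutral control wells and 100% = positive control wells; some results beyond the cut were filed as inactive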
* hit, by the source's call; u = inconclusive; x = not tested or not shown; & = joins results of further samples; [ ] = dose if it differs, or a comment. Outcome played no part in choosing rows; 2.1% or so of the library scored in one or more.

SMILES	PglD DTNB	INS-1E GSIS act	FN deposition inh	CFTR F508del cor	C2C12 statin	miR-122 sensor	Cneo AK release	PGC1a acetyl inh
O=C(Nc1ccc(F)c(Cl)c1)N1CCCCCC1	-6	19	5	1.9	3	0	-32	8
Cc1ccc(NC(=O)CC(=O)NCCN2CCOCC2)cc1	-8	x	-6	x	10	5	0	11
Cc1cc(C)nc(/N=C(/NC(=O)c2ccccc2)Nc2ccccc2)n1	-2	x	-1	x	-8	-7	-1	6
COc1cc(OC)c(OC)cc1/C=N/Nc1ncnc2c1[nH]c1ccccc12	-9	x	16	x	x	0	-2	-17
Cc1nn(-c2ccccn2)c2c1C(=O)CC(C)(C)C2N=[N+]=[N-] (stereo unspecified)	-2	5	7	-5.3	0	x	0	x
CC(=O)Nc1ccc(NS(=O)(=O)c2c(Cl)cccc2Cl)cc1	x	-1	7	0.0	x	x	x	10
CCNC(=O)OCc1cn(-c2ccccc2)nn1	x	-8	-10	-0.5	x	x	x	13
C#CCOCCOCCOCCNc1nc(N2CCOCC2)nc(N2CCN(C(=O)[C@H]([C@@H](C)CC)n3cc([C@@H](N)CO)nn3)CC2)n1	4	2	-3	3.3	2	2	-2	5
Cc1ccc(C)c(Cn2c(C(C)O)nc3ccccc32)c1 (stereo unspecified)	-6	7	x	x	10	-1	0	5
Cc1ccc(CNC(=O)CCn2nc(-c3ccc(Cl)cc3)ccc2=O)cc1	-1	-14	x	x	33	-1	8	1
CC1=CC[C@@]23CCCN2C(=O)CCC[C@H]3C1	0	-1	x	-2.9	-9	-6	-2	9
Cc1cc(C)c2c(n1)SCC(=O)N2CC(=O)Nc1cccc(Cl)c1	1	-15	-2	1.3	19	-7	-1	-18
C[C@H]1CN([C@@H](C)CO)C(=O)c2cc(C#Cc3ccc(F)cc3)cnc2O[C@@H]1CN(C)CC1CCOCC1	-1	-8	11	-1.7	18	-1[16.7 µM]	3	18
O=C(NCc1ccccn1)c1[nH]c(C(F)(F)F)nc1-c1ccccc1	-2	-13	7	-1.2	8	0	2	1
C[C@@H]1CN([C@H](C)CO)C(=O)c2cc(-c3ccccc3F)cnc2O[C@H]1CN(C)C	1	16	0	1.2	6	0[16.7 µM]	-1	-4
CCc1ccc(NC(=O)C(=O)NCCN2CCN(C(=O)c3ccc(OC)cc3)CC2)cc1	-2	-9	-11	-3.4	3	-8	0	2
Cc1cnc(C(=O)N2CCCC(C(=O)c3ccc(C(F)(F)F)cc3)C2)cn1 (stereo unspecified)	x	3	x	-0.3	-7	3	x	-16
CC1=CC(c2ccc(Cl)cc2)n2nc(NS(=O)(=O)c3ccc(C)cc3)nc2N1 (stereo unspecified)	-3	x	-16	x	13	-11	-2	5
CCN(CC)S(=O)(=O)c1ccc(N2CCCC2)c(C(=O)OCC(=O)/C(C#N)=C(\C)N)c1	1	x	11	x	0	8	-3	-2
CCOC(=O)c1cc(C)sc1NC(=O)CCC(=O)O	1	x	6	x	-18	3	2	5
CC(=O)Oc1ccc(CN2C(=O)C(CCc3ccccc3)ON=C2c2cnccn2)cc1 (stereo unspecified)	-2	-21	-11	-1.1	-2	x	0	x
C[C@H]1CN([C@@H](C)CO)C(=O)c2cc(-c3ccc(C(=O)N(C)C)cc3)cnc2O[C@@H]1CN(C)C	2	17	1	-4.0	2	34[16.7 µM]	1	8
O=S(=O)(NCC[C@@H]1CC[C@@H](NS(=O)(=O)c2ccccc2Cl)[C@H](CO)O1)c1ccc(Cl)cc1	1	-22	x	-1.4	10	x	11	1
COc1ccc(S(=O)(=O)Nc2cccc3c2O[C@@H](CN(C)S(=O)(=O)c2ccc(Cl)cc2)[C@H](C)CN([C@H](C)CO)C3=O)cc1	-1	13	x	-1.7	-26	-4[16.7 µM]	-3	5
CC1CCC(NS(=O)(=O)c2ccc3c(c2)n(C)c(=O)c(=O)n3C)CC1 (stereo unspecified)	3	x	-11	x	11	42	-1	x

New compounds follow
SMILES	PglD DTNB	INS-1E GSIS act	FN deposition inh	CFTR F508del cor	C2C12 statin	miR-122 sensor	Cneo AK release	PGC1a acetyl inh
O=C(CSc1ccc(-c2ccncc2)nn1)N1CCN(c2ccccc2)CC1	2	-3	2	1.4	2	-3	1	5
O=C(C[C@H]1C[C@@H]2c3cc(NC(=O)Nc4ccccc4)ccc3O[C@@H]2[C@@H](CO)O1)NCc1ccccc1	-1	0	-14	1.0	-5	10[16.7 µM]	0	0
Cc1nn(C)cc1/C=N\NC(=O)c1ccc2c(c1)c(C)c(C)n2Cc1ccccc1	-9	x	4	x	u	-8	-1	-10
CN(C)CC(=O)N[C@H]1C=C[C@@H](CC(=O)O)O[C@@H]1CO	x	-2	-1	3.4	x	x	x	-1
O=C(Nc1cc(F)ccc1F)N1CCCCN2[C@@H](CO)[C@H](c3ccc(-c4ccccc4)cc3)[C@@H]2C1	-10	-19	x	3.0	x	-3[16.7 µM]	5	-12
Cc1cc(NC(=O)Nc2ccc(Cl)cc2)n(C)n1	-5	-15	23	0.0	0	23	-6	x
CN1C(=O)c2cc(NC(=O)c3cnccn3)ccc2OC[C@H]2O[C@@H](CC(=O)Nc3cc(F)ccc3F)CC[C@@H]21	x	13	-6	0.2	x	x	x	-1
O=C(NCCc1ccccc1)c1cnc2sccn2c1=O	-1	-23	-1	-1.5	12	-4	-2	2
COc1cc(N(C)C)ccc1C=c1c2ccccc2n2c1cc(-c1ccccc1)[n+]2C	x	-43	5	-1.8	x	-7	x	15
CC(C)(C)OC(=O)N1CCC(C(=O)Nc2ccc(C(=O)N3CCOCC3)cc2)CC1	-1	6	-3	-0.1	-7	-6	1	x
Cc1ccc(S(=O)(=O)NCC(=O)Nc2ccc3c(c2)OCO3)cc1	-2	0	-1	0.9	-2	x	-10	x
CC(C)(C)c1ccc(-c2ncccc2O)cc1	-7	-9	-1	-3.6	-7	-5	-12	-6
CCn1c(SCC(=O)NC2CCCCC2)nnc1-c1cccnc1	-9	1	4	-6.7	-3	-2	0	0
O=C(Nc1nc2ccccc2n1CCN1CCCCC1)C1CCCCC1	1	1	x	x	-9	-1	0	-11
O=C(O)C1(c2ccccc2)CCN(S(=O)(=O)c2ccccc2)CC1	-1	-5	2	-0.9	-5	2	0	0
CC1CC(C)CN(c2cc3c(cc2[N+](=O)[O-])C(=O)N(c2ccccc2)C3=O)C1 (stereo unspecified)	-7	x	6	x	5	-5	1	1
COC(=O)C1C(c2ccc(OC)cc2)Nc2nnc(C(F)(F)F)n2C1(C)O (stereo unspecified)	x	13	-1	1.0	x	-4	x	-8
COc1ccc(/C=C/c2cc(O)cc(O[C@@H]3O[C@H](CO)[C@@H](O)[C@H](O)[C@H]3O)c2)cc1O	1	-12	-10	-2.0	20	2	-4	16
CCc1nc(N)c(C#N)c(-c2ccccc2OC)c1C	1	x	x	x	x	-9	1	-2
C[C@H]1CN([C@@H](C)CO)C(=O)c2cc(NC(=O)Nc3ccc(C(F)(F)F)cc3)ccc2O[C@H]1CN(C)Cc1ccncc1	4	x	x	0.2	8	-8[16.7 µM]	2	7
CCCC(=O)Nc1nnc(-c2cccc(OCC)c2)s1	4	x	-5	x	-4	-8	-5	-7
C[C@@H]1CN([C@H](C)CO)C(=O)c2cc(NC(=O)C3CCCCC3)ccc2O[C@@H](C)CCCCO[C@@H]1CN(C)C(=O)CCCN(C)C	1	34	x	-0.2	x	2[16.7 µM]	4	3
O=C(Nc1cc(S(=O)(=O)N2CCOCC2)ccc1OCC(F)(F)F)C1=COCCO1	0	1	9	-1.0	-20	4	0	13
O=C(COC(=O)c1ccc([N+](=O)[O-])o1)Nc1cccc2ccccc12	x	9	1	0.2	x	x	x	2
O=C(CCCn1c(SCC(=O)NCC2CCCO2)nc2ccccc2c1=O)NCc1ccccc1 (stereo unspecified)	-4	x	0	x	-4	-5	3	6

2 entries picked at random from those above:
SMILES	PglD DTNB	INS-1E GSIS act	FN deposition inh	CFTR F508del cor	C2C12 statin	miR-122 sensor	Cneo AK release	PGC1a acetyl inh
CCn1c(SCC(=O)NC2CCCCC2)nnc1-c1cccnc1	-9	1	4	-6.7	-3	-2	0	0
CC(=O)Nc1ccc(NS(=O)(=O)c2c(Cl)cccc2Cl)cc1	x	-1	7	0.0	x	x	x	10

Other results:
SMILES	PglD DTNB	INS-1E GSIS act	FN deposition inh	CFTR F508del cor	C2C12 statin	miR-122 sensor	Cneo AK release	PGC1a acetyl inh
O=C(OCC(=O)c1ccc(Cl)s1)c1ccccn1	5	9	3	-1.2	0	-1	-8	10
Cc1cc(Cl)ccc1OCCCC(=O)N1CCN(C(=O)c2ccco2)CC1	-3	x	x	x	-2	-4	0	-1
CCCCS(=O)(=O)N1CCC(C(=O)Oc2ccccc2OC)CC1	8	x	6	x	42	3	-3	-1
Cc1ccc(-c2nnc3ccc(SCC(=O)Nc4cc(C)on4)nn23)cc1	0	-2	4	x	-20	-4	-1	-2
Cc1ccc(C(=O)NC(=S)NCc2cccnc2)c(C)c1	x	-5	10	0.2	x	-2	x	-7
Cc1ccc(C)c(S(=O)(=O)NCC(c2ccc3c(c2)OCO3)N2CCOCC2)c1 (stereo unspecified)	-3	-37	x	2.4	1	101*	0	x
O=C(Cc1ccccn1)N[C@H]1CC[C@H](CCn2cc(-c3ccccc3)nn2)O[C@H]1CO	3	13	x	3.6	2	5[16.7 µM]	-1	-2
O=C1[C@@H]2[C@H](C(=O)N1Cc1ccco1)[C@H]1C=C[C@@H]2C1	6	10	1	x	-3	-5	-1	1
C[C@@H]1CN([C@H](C)CO)S(=O)(=O)c2ccc(Br)cc2O[C@@H]1CN(C)C(=O)c1cnccn1	1	17	0	-0.1	0	4[16.7 µM]	-3	-17
N#Cc1c(-c2ccccc2)ccnc1N1CCOCC1	x	25	-3	-0.8	x	x	x	3
Cn1c(N2CCCCC2)nc2c1c(=O)n(Cc1cccc(Br)c1)c(=O)n2C	1	x	x	x	6	0	0	-8
C/C(=N\NC1=N[C@H]2CS(=O)(=O)C[C@H]2S1)c1ccccc1	-3	12	-3	3.1	x	-2	-1	17
N#C[C@H]1[C@@H](c2ccc(/C=C/c3ccccc3)cc2)[C@@H](CO)N1C(=O)C1CCOCC1	2	10	-8	-0.3	-12	x	-4	-4
N#Cc1cc(N)c(Nc2ccccc2)cc1C#N	5	x	x	x	-12	3	1	40
Cc1cccc(CN2CCC(N3CC(C)OC(C)C3)CC2)c1 (stereo unspecified)	2	6	0	0.7	-1	x	1	x
CCOc1ccc(CCn2c(-c3ccco3)nc3ccccc3c2=O)cc1OCC	-4	x	3	x	-6	-12	-1	x
CC1(C)CCCN(C(=O)N2c3ccccc3Sc3ccccc32)C1	-1	x	-19	x	x	-5	0	-58
Cc1ccc(S(=O)(=O)/N=C(/c2ccc(F)cc2)N2CCOCC2)cc1	-3	x	5	4.9	x	-2	0	-12
COC(=O)c1cccc(N2C(=O)C3CC=CCC3C2=O)c1 (stereo unspecified)	5	x	8	x	-15	2	-1	-6
CC(C)NC(=O)N(C)C[C@H]1Oc2c(NC(=O)Nc3ccc(C(F)(F)F)cc3)cccc2C(=O)N([C@H](C)CO)C[C@@H]1C	1&-1	-3&-32	-16	1.3&1.7	-49&-2	13[16.7 µM]	-3&-2	15&-17

Compound activity as filed in PubChem BioAssay.
